Compound activity (PubChem BioAssay)
DYRK1A inh: Dyrk1A (rat) kinase inhibition. AID 504441. ADP-Glo luminescence, NFATc1 peptide. inhibition, % at 12.5 µM. 0.43% of 310,000 active; in the data active means inhibition above about 50%;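 further: plate controls were vehicle with enzyme for no effect and no enzyme for full effect; many of its hits are not listed in these tables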
KCNQ1 block: inhibitors of human KCNQ1 potassium channel; P51787; CHO-K1 KCNQ1, FluxOR thallium flux fluorescence; stronger effect = higher value; B-score at 10 µM; 1.3% of 310,000 active;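 active means compounds whose thallium flux B-score, printed positive for inhibition, exceeds three library SD while starting fluorescence stays within three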;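 further: channel opened by potassium depolarization with thallium stimulus after 20 min compound exposure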
Target sequence (P51787 whole entry, looked up): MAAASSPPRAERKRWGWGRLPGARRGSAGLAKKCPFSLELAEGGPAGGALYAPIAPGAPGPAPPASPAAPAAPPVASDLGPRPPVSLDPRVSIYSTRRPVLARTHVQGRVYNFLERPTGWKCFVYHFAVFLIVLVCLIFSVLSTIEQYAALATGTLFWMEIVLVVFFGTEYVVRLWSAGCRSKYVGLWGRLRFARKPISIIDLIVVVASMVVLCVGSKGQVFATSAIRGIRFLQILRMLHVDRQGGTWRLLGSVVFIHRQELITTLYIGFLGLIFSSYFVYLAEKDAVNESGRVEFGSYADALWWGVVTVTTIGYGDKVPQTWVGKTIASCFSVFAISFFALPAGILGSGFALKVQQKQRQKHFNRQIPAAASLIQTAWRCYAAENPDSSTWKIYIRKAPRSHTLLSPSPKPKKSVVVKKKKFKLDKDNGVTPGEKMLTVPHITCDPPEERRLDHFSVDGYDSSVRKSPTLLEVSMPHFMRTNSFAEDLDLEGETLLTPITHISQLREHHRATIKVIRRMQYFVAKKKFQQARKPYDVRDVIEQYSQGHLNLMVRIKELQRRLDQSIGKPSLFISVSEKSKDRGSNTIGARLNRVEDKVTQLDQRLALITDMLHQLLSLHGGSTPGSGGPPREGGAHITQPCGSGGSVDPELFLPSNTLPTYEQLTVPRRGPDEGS
KCNQ1 pot: human KCNQ1 channel potentiation or activation; CHO-K1 KCNQ1, thallium flux FluxOR fluorescence; stronger effect = higher value; B-score at 10 µM; 0.35% of 310,000 active; AID 2648;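 active means fluorescence ratio B-score, a plate-corrected score, at least three library SD, with initial intensity B-score within 5 SD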
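Schedule – 37 °C overnight plating, 90-min dark dye load, 20-min compound pretreatment · System – stable KCNQ1 CHO-K1 line · Probe or stimulus – thallium- and potassium-containing depolarizing buffer · Measured by – kinetic FluxOR fluorescence, 10 s baseline plus 110 s post-stimulus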
KCNK3 block: human KCNK3 channel inhibition, primary screen; O14649; AID 602410; 0.84% of 340,000 active; B-score at 10 µM; CHO-KCNK3 thallium flux, FluxOR fluorescence; stronger effect = lower value;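 active means B-score under library mean minus 4 SD, starting fluorescence ratio at most library mean plus 5 SD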;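 further: more negative B-score means stronger inhibition of thallium flux through KCNK3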
GSK3B inh: human GSK3beta kinase inhibition | P49841 | GST-GSK3beta kinase, ADP-Glo luminescence, 60 min; stronger effect = lower value | activity score (negative = inhibition), % at 10 µM | 0.038% of 300,000 active | AID 2097;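 active means more than half of replicate wells score below -50%, meaning over 50% inhibition versus plate controls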;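 further: 0% = median DMSO wells and -100% = median GW8510 positive control wells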
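Test system: GST-fused GSK3beta enzyme, cell-free | Quantity: 1.6 ng GST-GSK3beta enzyme per well | Reagent: 25 µM ATP with peptide substrate | Schedule: 60 min enzyme reaction, room temperature | Signal: Luminescent ADP-Glo measurement of ADP formed | Read-out basis: Score relative to plate controls | Control set: DMSO and 20 µM GW8510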
KCNK9 inh: human KCNK9 channel inhibition; Q9NPC2; HEK293 KCNK9, FluxOR thallium flux fluorescence; stronger effect = lower value; B-score at 10 µM; 1.2% of 310,000 active; AID 488922;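 active means ratio B-score over 3 SD below the library mean, with starting fluorescence within 5 SD of its mean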;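 further: negative B-score means less thallium flux so channel inhibition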
Target sequence (Q9NPC2 whole entry, looked up): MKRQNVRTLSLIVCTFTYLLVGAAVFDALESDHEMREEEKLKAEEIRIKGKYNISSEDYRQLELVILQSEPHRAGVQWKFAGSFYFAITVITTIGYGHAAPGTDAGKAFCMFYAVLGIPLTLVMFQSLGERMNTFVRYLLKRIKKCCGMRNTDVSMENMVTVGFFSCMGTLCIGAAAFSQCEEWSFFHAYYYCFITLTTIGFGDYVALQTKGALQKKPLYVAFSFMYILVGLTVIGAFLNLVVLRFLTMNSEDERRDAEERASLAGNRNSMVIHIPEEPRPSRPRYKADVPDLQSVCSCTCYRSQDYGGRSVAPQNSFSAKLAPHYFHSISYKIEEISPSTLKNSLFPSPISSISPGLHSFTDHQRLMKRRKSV
RGS4 inh: human RGS4 inhibition | P49798 | HEK293 M3R/RGS4 inducible, Fluo-4 calcium flux; stronger effect = higher value; triggered by carbachol at its EC20 | B-score at 10 µM | AID 463165 | 0.45% of 310,000 active;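 active means B-score, a plate-corrected calcium signal, over three deviations above library mean, with baseline fluorescence within five deviations of library mean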;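 further: RGS4 expression induced by doxycycline in cells with stable M3 receptor; B-score is computed from the integrated fluorescence ratio over baseline after carbachol; higher B-score means a larger calcium signal and so more RGS4 inhibition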
RGS4 act: RGS4 potentiation or activation; 0.92% of 310,000 active; B-score at 10 µM; HEK293 M3R/inducible RGS4, carbachol calcium flux Fluo4; stronger effect = lower value;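 active means B-score of the integrated calcium signal more than 4 SD below the library mean, with starting fluorescence not abnormally high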;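 further: negative B-score means reduced calcium response which marks RGS4 activation or potentiation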
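Material: M3R-expressing HEK293 line, RGS4 induced by doxycycline | Schedule: Overnight RGS4 induction, 30 min dye load 37 °C, 20 min compound RT | Measured by: Fluo4 fluorescence kinetic imaging of calcium | Read-out: Integrated calcium ratio converted to B score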
hERG rescue: shields human hERG channel from block by proarrhythmic agents; CHO-hERG, FluxOR thallium flux, dofetilide IC70 present; activation (rescue from dofetilide block), less the hit threshold, % at 10 µM; 0.51% of 310,000 active;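 active means activation above the mean of controls blocked by dofetilide plus 5 SD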;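 further: thallium influx through hERG after potassium depolarization seen as dye fluorescence rise; in these data hits start at about 4.7%; inactives centre near -7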
GSK3 alpha inh: blocks human GSK-3 alpha kinase. ADP-Glo luminescence, 60 min. inhibition, % at 10 µM. 0.1% of 320,000 active. AID 2650;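 in the data active means inhibition above about 50%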;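 further: GST-tagged GSK-3 alpha with peptide substrate and 25 µM ATP; 0% = DMSO neutral wells and 100% = GW8510 positive control wells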
PolyA inh: yeast polyadenylation inhibition; S. cerevisiae SKY197-pL101 polyadenylation reporter, beta-gal luminescence; efflux-impaired pdr1/pdr3 knockout yeast; score 100 = 6 SD above DMSO; calls only at 12 µM; 0.02% of 300,000 active;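 active means lowest replicate activity score at least 50, where 100 means six control SD above control mean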;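 further: yeast exposed to compound for 9 h at 30 °C; higher score means more reporter readthrough which indicates perturbed polyadenylation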
* = called active by the depositor; i = inactive; / = not tested or not shown. The list is partial; the hit share may differ from the screen's.

structure | DYRK1A inh | KCNQ1 block | KCNQ1 pot | KCNK3 block | GSK3B inh | KCNK9 inh | RGS4 inh | RGS4 act | hERG rescue | GSK3 alpha inh | PolyA inh
COc1ccc(-c2nn(-c3ccccc3)cc2C(=O)NC(=S)NNC(=O)c2ccncc2)cc1 | 3 | i | i | i | 1 | i | i | i | 17* | -4 | i
CCn1c(=S)sc2nc(C)sc21 | -2 | i | i | i | 1 | i | i | i | -9 | -1 | i
O=[N+]([O-])c1ccc(Oc2ccc(S(=O)(=O)Nc3ccccc3)cc2)cc1 | 1 | i | i | i | -1 | i | i | i | -8 | / | i
COc1cccc(C(=O)Nc2nnc(S(=O)(=O)Nc3cccc(C)c3)s2)c1 | 3 | i | i | i | -1 | i | i | i | -9 | -4 | i
COC(=O)c1nnn(-c2nonc2N)c1-c1cccs1 | 2 | i | i | i | 1 | i | i | i | 1 | 25 | i
O=C(NCc1ccc(OC(F)(F)F)cc1)C1CC(c2cccc(F)c2)=NO1 (stereo not given) | -3 | i | i | i | 0 | i | i | i | 0 | -1 | i
Cn1c(N)c(C(=O)COC(=O)C2=COCCO2)c(=O)n(C)c1=O | -4 | i | i | i | 0 | i | i | i | -2 | 1 | i
Cc1ccc(CCNC(=O)C2CCN(c3nn4c(=O)cc(C)nc4s3)CC2)cc1 | 4 | i | i | i | -7 | i | i | i | -2 | 22 | i
CC(C)C(OC(=O)c1ccc(Cl)nc1)C(=O)NC1CCCCC1 (stereo not given) | 5 | i | i | i | -3 | i | i | i | -2 | -1 | i
Cc1ccc(C)c(NC(=O)C(Sc2ncnc3ccccc23)c2ccccc2)c1 (stereo not given) | 0 | i | i | i | -4 | i | i | i | -8 | / | i
CC(Oc1cccc(Cl)c1)C(=O)Nc1ccccc1C(=O)N1CCCCC1 (stereo not given) | -6 | i | i | i | -2 | i | i | i | -13 | 1 | i
CCOC(=O)C(Cc1ccc(OC)c([N+](=O)[O-])c1)NC(=O)CCC(=O)Nc1ccc(C)cc1 (stereo not given) | / | i | i | i | 1 | i | i | i | -19 | -1 | i
CCOC(=O)c1ccc(NC(=O)CNC(=O)C2CCCCC2)cc1 | 7 | i | i | i | 1 | i | i | i | -6 | -2 | i
COc1ccc(NC2CCCCC2NS(=O)(=O)c2ccc(C)cc2)cc1 (stereo not given) | -9 | i | i | i | -1 | i | i | i | -7 | 1 | i
CC(C)(C)NC(=O)CC1C(=O)NCCN1Cc1c(F)cccc1Cl (stereo not given) | -22 | i | i | i | -2 | i | i | i | -7 | 0 | i
Cn1cc(CNCCCn2ncc3ccccc32)c(-c2ccccc2F)n1 | 6 | i | i | i | 1 | i | i | i | -14 | 0 | i
Cc1cc(NC(=O)c2sc(Nc3cccc(C(F)(F)F)c3)nc2N)no1 | 23 | i | i | i | -2 | i | i | i | -1 | 7 | i
Cn1c(=O)c2ccccc2n(Cc2ccccc2Cl)c1=O | 4 | i | i | i | / | i | i | i | -2 | 0 | i
Nn1cc(-c2ccccc2)nc1SCC(=O)Nc1ccc(S(N)(=O)=O)cc1 | -4 | i | i | i | -1 | i | i | i | -10 | 0 | i
CCn1c(=O)c2cc(S(=O)(=O)NCCOc3ccccc3)ccc2n(CC)c1=O | 24 | i | i | i | 1 | i | i | i | -4 | 0 | i
Cc1c(CCC(=O)N[C@@H](C)C(=O)O)c(=O)oc2cc3occ(-c4ccccc4)c3cc12 | 15 | i | i | i | 0 | i | i | i | -8 | 3 | i
c1ccc(-c2ccc(-c3cnc4n3CCCCC4)cc2)cc1 | 4 | i | i | i | -1 | i | i | i | -10 | -1 | i
CCn1cc(C(=O)NCC(=O)NC(C)(C)CO)c(=O)c2cc3c(cc21)OCO3 | -2 | i | i | i | -1 | i | i | i | -3 | -1 | i
CCN(CC)C(=O)C12C(=O)Oc3ccccc3C1C2(C)C(=O)c1ccc(F)cc1 (stereo not given) | 1 | i | i | i | 0 | i | i | i | -11 | -2 | i
C=CCSc1nc2ccccc2[nH]1 | 9 | i | i | i | 0 | i | i | i | -4 | 0 | i
Cc1ccc2cc3cc(C(=O)NCCCN4CC(C)CC(C)C4)oc3nc2c1 (stereo not given) | -6 | i | i | i | 2 | i | i | i | -5 | 1 | i
COc1ccc(C(=O)C23CC4CC(C2)CC(C(=O)c2ccc(OC)cc2)(C4)C3)cc1 | / | i | i | i | -7 | i | i | i | -9 | -1 | i
CC(NC(=O)C12CC3CC(CC(C3)C1)C2)C(=O)N/N=C/C1=C(N2CCOCC2)C(=C\c2ccccc2)/CC1 (stereo not given) | 0 | i | i | i | 3 | i | i | i | -10 | -3 | i
COCCOC(=O)C1=C(C)NC2=C(C(=O)CC(c3cccs3)C2)C1c1ccsc1 (stereo not given) | 1 | i | i | i | 1 | i | i | i | -8 | -4 | i
Nc1nc2ccc([N+](=O)[O-])cc2[nH]1 | 55* | i | i | i | -1 | i | i | i | 0 | -1 | i
Cc1cccc(NC(=O)NNC(=O)c2cc3ccccc3cc2O)c1C | 0 | i | i | i | 0 | i | i | i | -5 | 0 | i
COc1ccccc1NC(=S)N1CCN(C(c2ccccc2)c2ccccc2)CC1 | 4 | i | i | i | -2 | i | i | i | -20 | -1 | i
Cc1cccc(N2CCN(C(=O)CCC(=O)N3Cc4ccccc4Oc4ncccc43)CC2)c1C | 1 | i | i | i | 1 | i | i | i | -8 | -1 | i
CC(CC(=O)Nc1cccnc1)c1ccccc1 (stereo not given) | -3 | i | i | i | 2 | i | i | i | -17 | -1 | i
CCOc1ccc(S(=O)(=O)N2CCN(S(=O)(=O)c3ccc(C(C)=O)cc3)CC2)cc1 | 0 | i | i | i | 0 | i | i | i | -2 | 0 | i
CCc1nnc(NC(=O)c2ccc(-c3cc(C(F)(F)F)ccc3Cl)o2)s1 | -2 | i | i | i | -3 | i | i | i | -9 | -1 | i
O=C(CCn1c(=O)sc2ccccc21)NCCC1=CCCCC1 | -9 | i | i | i | -24 | i | i | i | 0 | -1 | i
COc1ccccc1CCNC(=O)CC1C(=O)NCCN1CCCc1ccccc1 (stereo not given) | 3 | i | i | i | 1 | i | i | i | -5 | 0 | i
Cc1ccccc1N(C(=O)CNC(=O)c1ccco1)C(C(=O)NC1CCCC1)c1ccncc1 (stereo not given) | 5 | i | i | i | -2 | i | i | i | -11 | 0 | i
CC(C)c1ccc(/C=N/NC(=O)c2cccc(Cl)c2)cc1 | -1 | i | i | i | 2 | i | i | i | -7 | -1 | i
COc1ccccc1/C=C1\SC(=O)N(CC(=O)N(C)C2CCS(=O)(=O)C2)C1=O (stereo not given) | 0 | i | i | i | -1 | i | i | i | -5 | 2 | i
Cc1ccccc1N1C(=O)c2ccccc2N2C(=O)c3ccccc3C12 (stereo not given) | 5 | i | i | i | 3 | i | i | i | -7 | 6 | i
O=C(/C=C/c1cccc2ccccc12)NCCC1=CCCCC1 | 0 | i | i | i | 1 | i | i | i | -6 | -2 | i
O=C(Nc1ncn[nH]1)C(F)(F)C(F)F | 0 | i | i | i | 3 | i | i | i | -7 | -2 | i
Cc1ccc(OCC(=O)Nc2cc(S(=O)(=O)N3CCCCC3)ccc2N2CCN(C)CC2)c(C)c1 | 5 | i | i | i | -2 | i | i | i | -25 | -1 | i
Cc1nc(-c2nnc(SCC(=O)Nc3ccc(C(F)(F)F)cc3)n2C)cs1 | 2 | i | i | i | 2 | i | i | i | -2 | -2 | i
COc1c(Cl)cc(Cl)cc1C(=O)Nc1ccc(C(=O)O)cc1 | 3 | i | i | i | 2 | i | i | i | -4 | 2 | i
CCOc1ccc(-c2nc(C#N)c(NCC(C)C)o2)cc1 | -1 | i | i | i | -3 | i | i | i | -13 | -1 | i
C=CCc1ccccc1OCC(=O)N/N=C/c1ccccc1OCC | -4 | i | i | i | -2 | i | i | i | -6 | 0 | i
CCCC(O)(CCC)C(=O)NN(C(=O)CCl)c1cccc(C)c1 | -3 | i | i | i | -1 | i | i | i | -10 | / | i
COc1ccc(-n2cnnc2SCC(=O)Nc2cccc([N+](=O)[O-])c2)cc1 | 4 | i | i | i | 1 | i | i | i | -2 | 0 | i
COc1ccccc1NC(=O)Nc1nnc(CC(=O)Nc2ccccc2)s1 | / | i | i | / | -3 | i | i | i | -15 | 0 | i
CNc1nc(NC)nc(-n2c(C(F)(F)F)nc3ccccc32)n1 | 36 | i | i | i | -12 | i | i | i | -8 | 4 | i
Cc1oc2ccc(O)cc2c1C(=O)c1ccc(Br)cc1 | -3 | i | i | i | 1 | i | i | i | -10 | 1 | i
Cc1ccccc1NC(=O)NNC(=O)CCc1ccccc1 | / | i | i | i | 2 | i | i | i | -6 | 0 | i
Cc1ccc(C(=O)NCCN2C3=NC[C@H](Cc4ccc(O)cc4)N3C[C@H]2Cc2ccc(O)cc2)cc1Br | / | i | i | i | -4 | i | i | i | -14 | 4 | i
COc1ccc(Cl)cc1S(=O)(=O)NCc1ccncc1 | 0 | i | i | i | -3 | i | i | i | -5 | 0 | i
O=C(Cc1ccc(Br)cc1)N/N=C/c1cccnc1 | 2 | i | i | i | 2 | i | i | i | -11 | 3 | i
CCOc1ccccc1-c1nc(CN2CCCN(C(=O)c3ccco3)CC2)c(C)o1 | 0 | i | i | i | -1 | i | i | i | -13 | 1 | i
CCc1c(C)nc2[nH]nc(NC(=O)C(F)(F)F)n2c1=O | / | i | i | i | 4 | i | i | i | -3 | -5 | i
CCN1CCN(c2ncnc3sc4c(c23)CCC(C)C4)CC1 (stereo not given) | 13 | i | i | i | -1 | i | i | i | -2 | 2 | i
CNC(=O)c1ccc2snnc2c1 | 7 | i | i | i | 2 | i | i | i | -10 | 2 | i
